Screening results as filed in PubChem.
Salmonella PhoP GFP = PhoP regulon inhibitors, Salmonella typhi PhoP promoter GFP reporter, confirmatory (AID 1850). inhibition, % at 50 µM, or IC50 in µM where a hit was titrated. Salmonella Typhi PhoP-promoter GFP reporter, fluorescence, 4 h; higher % means a stronger effect. hit rate 0.33% among 310,000; in the data active = a potency from the dose series; inconclusive = inhibition mostly from about 25% at the one dose, without a potency; inactive = the rest, 99 in 100 with inhibition below about 19%;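 also: 0% = induced wells with vehicle and 100% = uninduced wells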
M. tuberculosis = growth inhibition of non-replicating M. tuberculosis (AID 488890); Mycobacterium tuberculosis non-replicating, growth inhibition; higher % means a stronger effect; one-dose inhibition, % at 25 µM; IC50 in µM for titrated hits; hit rate 0.39% among 320,000; in the data active = a potency from the dose series; inconclusive = inhibition mostly from about 82% at the one dose, without a potency; inactive = the rest, 99 in 100 with inhibition below about 76%;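 also: plate controls were DMSO cells for no effect and high antibiotic wells for full effect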
inhibitors of VEEV = inhibitors of VEEV TC-83 cytopathic effect, confirmation, Vero cells (AID 588727). inhibition, % at 20 µM, or IC50 in µM where a hit was titrated. Vero cells, VEEV TC-83 cytopathic effect inhibition; higher % means a stronger effect. hit rate 0.13% among 350,000; in the data active = a potency from the dose series; inconclusive = inhibition mostly from about 14% at the one dose, without a potency; inactive = the rest, 99 in 100 with inhibition below about 12%; also: strong numbers were not always called active
M. tuberculosis HTS = M. tuberculosis growth inhibition, HTS (AID 449762). M. tuberculosis H37Rv growth inhibition, 7H9 media; higher % means a stronger effect. hit rate 0.59% among 330,000. inhibition, % at 25 µM; hits with a dose series show IC50 in µM; in the data active = a potency from the dose series; inconclusive = inhibition above about 70% without an active follow-up result;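 also: bacterial growth assessed after seven days of incubation; strong numbers were not always called active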
influenza NS1A = NS1A inhibition, H1N1 influenza, cell based functional assay (AID 504329); hit rate 0.3% among 340,000; NS1A functional cell-based assay, percent inhibition; higher % means a stronger effect; one-dose inhibition, % at 12.5 µM; IC50 in µM for titrated hits; in the data active = a potency from the dose series; inconclusive = inhibition above about 27% without an active follow-up result; also: strong numbers were not always called active
inhibitors of VEEV 10K pilot screen = recorded beside inhibitors of VEEV, whose call it bears; inhibition, %; measured here: 10K pilot screen inhibition
Numbers without * were called inactive; i = inactive; u = inconclusive; x = no result given.

SMILES	Salmonella PhoP GFP	M. tuberculosis	inhibitors of VEEV	M. tuberculosis HTS	influenza NS1A	others
CCN(CC)P(=O)(Nc1ccc(C)cc1Br)c1ccc(N(C)C)cc1NC(=O)c1ccco1 (stereo not drawn)	5%	53%	4.4%	-2%	-19%
CC1CCN(CCc2nc3cc(NS(=O)(=O)c4ccccc4)ccc3n2C)CC1	2%	32%	0.2%	-7%	6%
CCOC(=O)C1(CC2CCCCO2)CCN(Cc2nc(C(C)C)cs2)CC1 (stereo not drawn)	-12%	1%	i	1%	-2%
O=C(NCC(=O)N(CC1CCCO1)C(C(=O)NC1CCCC1)c1cccnc1)c1ccco1 (stereo not drawn)	5%	-5%	3.0%	-6%	-1%	inhibitors of VEEV 10K pilot screen=2.3
Cc1ccc2c(CN3CCOCC3)cc(=O)oc2c1	12%	-18%	x	48%	x
CN(C)C(CNC(=O)C1CCN(S(=O)(=O)c2cccc(Cl)c2Cl)CC1)c1ccccc1 (stereo not drawn)	-18%	23%	i	2%	-5%
CCC(CCc1ccccn1)C(=O)c1ccccc1 (stereo not drawn)	x	x	i	x	7%
O=C(c1cccc2ccccc12)N1CCN=C1SCc1ccc([N+](=O)[O-])cc1	-7%	43%	0.6%	6%	10%
CCCN(CCC)C(=S)NC1CC2C=CC1C2 (stereo not drawn)	0%	12%	0.1%	-1%	-17%
CC(C)Cn1c2c(c(O)c(C(=O)Nc3ccc(F)cc3)c1=O)CCCC2	-7%	6%	3.5%	25%	-4%
Cc1ccc(CNc2ncnc3c2cnn3-c2ccccc2)cc1	6%	1%	i	-4%	-26%
CCN(C(=O)CCN1C(=O)/C(=C/c2ccccc2)SC1=S)C1CCS(=O)(=O)C1 (stereo not drawn)	-9%	62%	>25µM*	2%	9%
O=C(c1cc(-c2ccccc2)nn1-c1ccccc1)N1CCN(S(=O)(=O)c2c(F)cccc2F)CC1	-9%	-1%	6.3%	4%	1%
Cc1nn(Cc2ccccc2Cl)c2sc(C(=O)Nc3nccs3)cc12	-5%	-11%	3.4%	-3%	-1%
Cc1cc(C)cc(NC(=O)C(c2ccccc2)N2CCN(CC(=O)NC3CC3)CC2)c1 (stereo not drawn)	x	15%	1.8%	-4%	-17%
CCOc1ccc(/C=N/NC(=O)C2CC2)cc1OC	-9%	-24%	3.3%	-1%	-4%
Brc1ccc(CN2CCSCC2)cc1	4%	-2%	i	4%	-4%
CCc1ccc(NC(=O)c2cc(-c3ccco3)on2)cc1	1%	73%	0.2%	u	10%
CCCc1ccc(OCCNC(=O)C2CCCCC2)cc1	-8%	79%	0.2%	24%	0%
CCOc1cc(C(=O)O/N=C(\N)c2ccccn2)cc(OCC)c1OCC	1%	-7%	11%	56%	-17%
CN1C2C=C3C(C#N)=C(N)C(C#N)(C#N)[C@@H](c4ccc(Cl)cc4)[C@@H]3C1CC2 (stereo partly drawn)	-6%	16%	5.6%	1%	1%
O=C(Cc1ccc(F)cc1)Nc1ccc2[nH]ncc2c1	-6%	-10%	0.1%	2%	-24%
CCOc1ncccc1C(=O)Nc1ccc(S(=O)(=O)N2CC(C)CC(C)C2)cc1 (stereo not drawn)	x	2%	0.7%	7%	0%
O=C(NCc1ccc2c(c1)OCO2)c1cc(S(=O)(=O)N2CCCCC2)ccc1F	-2%	15%	i	-5%	-4%
CC1CCC(NC(=O)c2nn(C)c3c2CSc2ccccc2-3)CC1 (stereo not drawn)	10%	14%	i	13%	-1%
Cc1cc(C)c(C(=O)NCC(=O)c2ccccc2)c(C)c1	5%	10%	i	1%	-2%
NC(=O)C1CCN(CC(=O)Nc2nc(-c3ccccc3)cs2)CC1	-6%	1%	i	4%	1%
CC(C)c1ccc(-c2nn[nH]n2)cc1	-15%	11%	0.8%	-21%	4%
O=C(O)C1C2CCC(C2)C1C(=O)NCCc1cccc(Cl)c1 (stereo not drawn)	1%	1%	i	4%	-9%
FC(F)(F)c1nc2ccccc2n2c(-c3c(Cl)cccc3Cl)nnc12	-6%	5%	i	-4%	8%
Cc1ccc(NS(=O)(=O)c2c(C)nc3sccn3c2=O)c(C)c1	-1%	-12%	2.3%	-17%	5%	inhibitors of VEEV 10K pilot screen=0.1
Oc1c(CN2CCN(c3ccccn3)CC2)cc(Cl)c2cccnc12	30µM*	u	u	8%	u
CCOC(=O)[C@H]1[C@H]2COc3ccc(OC)cc3[C@@H]2N2C(=O)CN(CC3CCCO3)C(=O)[C@@]12C (stereo partly drawn)	x	2%	1.5%	2%	-8%
O=C(NC1CCCCC1)C(c1ccc(F)cc1)N(C(=O)c1cccs1)c1ccc2c(c1)OCO2 (stereo not drawn)	-5%	-8%	i	-5%	0%
COc1cccc(C2=NOC(C(=O)NCCCn3ccnc3)C2)c1 (stereo not drawn)	-2%	-7%	6.8%	-4%	1%
O=C(Nc1cccc(Cl)c1)c1ccc(F)c(S(=O)(=O)NCc2cccs2)c1	-7%	20%	8.3%	2%	0%
Nc1nc2c(nnn2Cc2ccc(Cl)c(Cl)c2)c(=O)[nH]1	x	x	1.2%	x	-12%
O=C(COC(=O)c1cc(-c2cccc(Br)c2)nc2ccccc12)NCC1CCCO1 (stereo not drawn)	8%	16%	1.2%	-3%	-13%
CC(=O)N1CCN(S(=O)(=O)c2cccc(C(=O)Nc3nc4c(s3)CCCC4)c2)CC1	2%	23%	u	2%	-9%
O=C(NC1CCN(C(=S)Nc2ccc(Cl)cc2)CC1)C1CCCCC1	-13%	-9%	0.5%	1%	5%
OCC[C@H]1C[C@H](O)[C@@H](O)[C@]2(Cc3ccccc3O2)O1	14%	-16%	1.6%	-4%	5%
Cc1cc(Nc2cccc([N+](=O)[O-])c2)n2c(nc3ccccc32)c1C#N	5%	14%	5.6%	-4%	-8%
N#CCCCSC1=C(C#N)C(c2ccccc2Cl)CC(=O)N1 (stereo not drawn)	-7%	1%	0.4%	-5%	-1%
COc1ccc(Oc2coc3cc(OC(=O)/C=C/c4ccc(F)cc4)ccc3c2=O)cc1	-8%	25%	i	5%	1%
CC(Oc1ccc(Cl)cc1)C(=O)Nc1ccccc1N1CCOCC1 (stereo not drawn)	x	0%	3.9%	9%	-8%
Cc1ccc(C)c(N2CCN(C(=O)Cc3ccc(-n4c(=O)[nH]c5ccsc5c4=O)cc3)CC2)c1	2%	17%	4.2%	-2%	0%	inhibitors of VEEV 10K pilot screen=5.5
O=C(O)c1sc2cccc(Cl)c2c1Cl	-14%	46%	1.2%	2%	-4%
CCCCC(=O)Nc1cccc(NC(=S)NC(=O)Cc2ccccc2)c1	-1%	-17%	i	8%	-6%

Entries shown so far that contain a COOH group, in the order listed:
SMILES	Salmonella PhoP GFP	M. tuberculosis	inhibitors of VEEV	M. tuberculosis HTS	influenza NS1A	others
O=C(O)C1C2CCC(C2)C1C(=O)NCCc1cccc(Cl)c1 (stereo not drawn)	1%	1%	i	4%	-9%
O=C(O)c1sc2cccc(Cl)c2c1Cl	-14%	46%	1.2%	2%	-4%

Copied from the results shown, 4 compounds:
SMILES	Salmonella PhoP GFP	M. tuberculosis	inhibitors of VEEV	M. tuberculosis HTS	influenza NS1A	others
CC(Oc1ccc(Cl)cc1)C(=O)Nc1ccccc1N1CCOCC1 (stereo not drawn)	x	0%	3.9%	9%	-8%
Cc1ccc(C)c(N2CCN(C(=O)Cc3ccc(-n4c(=O)[nH]c5ccsc5c4=O)cc3)CC2)c1	2%	17%	4.2%	-2%	0%	inhibitors of VEEV 10K pilot screen=5.5
O=C(O)c1sc2cccc(Cl)c2c1Cl	-14%	46%	1.2%	2%	-4%
CCCCC(=O)Nc1cccc(NC(=S)NC(=O)Cc2ccccc2)c1	-1%	-17%	i	8%	-6%

(next part)
SMILES	Salmonella PhoP GFP	M. tuberculosis	inhibitors of VEEV	M. tuberculosis HTS	influenza NS1A	others
O=[N+]([O-])c1ccc(-c2nc(-c3ccncc3)no2)cc1	7%	x	9.5%	8%	-11%
COc1ccc(OC)c(C(=O)c2ccc(C(=O)Nc3ccccc3)cc2)c1	-4%	-5%	1.9%	1%	1%
COc1cc(/C=N/NC(=O)c2ccc3nc[nH]c3c2)ccc1O	2%	3%	0.3%	-9%	14%
CCOc1ccc(NC(=O)c2cccc(-n3cnnn3)c2)cc1	-16%	8%	i	9%	0%	inhibitors of VEEV 10K pilot screen=1.4
CCOC(=O)C1CCN(CC(=O)N2C(C)CCCC2C)CC1 (stereo not drawn)	2%	-21%	i	0%	-6%
CCOc1ncccc1C(=O)N1CCN(c2cccc(C)c2C)CC1	x	x	5.1%	x	1%
COc1cc(/C=N/NC(=O)c2ccc3nc[nH]c3c2)cc(OC)c1OC	5%	42%	x	-21%	x
COc1ccc2c(c1O)C13CCN(C)C(C2)C1CCC(=O)C3 (stereo not drawn)	7%	-6%	0.1%	-10%	x
COc1cc(C(=O)N2CCN(CCCc3ccccc3)CC2)cc(OC)c1OC	6%	-12%	1.5%	-13%	-9%
COC(=O)c1cc(NC(=O)c2ccc(OC)cc2)c(=O)oc1C	-1%	-2%	3.0%	-2%	6%
Cc1[nH]n(-c2ccccc2)c(=O)c1C=NCc1ccco1	1%	-15%	x	-6%	x
CCNC(=O)/C(C#N)=C/c1c(N2CCN(c3cccc(Cl)c3)CC2)nc2c(C)cccn2c1=O	8%	-1%	7.0%	13%	6%
O=c1[nH]c2ccc(Cl)cc2c(-c2ccccc2)c1SC(=S)N1CCOCC1	-10%	51%	6.4%	-2%	-4%
COc1ccc(CCn2c(NCCCN3CCOCC3)nc3c2c(=O)[nH]c(=O)n3C)cc1	1%	-14%	1.0%	-5%	0%
Cc1cccn2c(=O)c(C(=O)NC3CCCCC3)c(O)nc12	1%	28%	3.1%	3%	5%
O=C(O)C1=CC[C@@H](c2ccc(Cl)cc2)N(S(=O)(=O)c2ccc(Cl)cc2)[C@H]1c1cccc(Cl)c1	3%	25%	6.5%	14%	-15%
Cc1cc(C)c2nc(N3CCC(C(=O)NCCN4CCOCC4)CC3)sc2c1	-14%	9%	1.7%	3%	11%
CC1CC(O)(Cc2ccccc2)C(C)CN1C (stereo not drawn)	-6%	-5%	0.5%	0%	-5%	inhibitors of VEEV 10K pilot screen=1.2
Cc1cc(N2C(=O)c3ccc(C(=O)Nc4ccc(CC(=O)O)cc4)cc3C2=O)no1	-5%	9%	1.4%	-5%	-7%
Cc1cnc(C(=O)OCC(=O)NCc2ccc3c(c2)OCO3)cn1	-1%	-4%	i	-3%	3%
Cc1cc(=O)oc2cc(NC(=O)C(C)Oc3cccc(Cl)c3)ccc12 (stereo not drawn)	0%	-4%	0.9%	4%	-2%
O=C(O)CN=C(NS(=O)(=O)c1ccccc1)c1ccccc1	8%	-12%	1.8%	-8%	-3%
O=C(COc1ccc2ccc(=O)oc2c1)Nc1cccc(S(=O)(=O)N2CCCCC2)c1	x	10%	3.8%	-5%	-12%
C/C(=N\S(=O)(=O)c1ccc(C)cc1)N1CCN(S(=O)(=O)c2ccccc2)C1C(C)C (stereo not drawn)	-8%	22%	i	-3%	-3%
Cc1ccc(CCNC(=O)CN(c2cc(C)cc(C)c2)S(=O)(=O)c2c(C)noc2C)cc1	-2%	-6%	3.4%	0%	-5%
O=[N+]([O-])c1ccc(-c2cn3nc(-c4ccccc4)c(-c4ccccc4)nc3n2)cc1	-2%	-5%	2.8%	4%	x
CC(=O)N1CCN(S(=O)(=O)c2ccc(S(=O)(=O)NC3CCCCC3)cc2)CC1	4%	16%	0.8%	3%	1%
Cc1cccn2c(=O)c3cc(C(=O)NC(C)C)c(=N)n(Cc4ccncc4)c3nc12	2%	-9%	2.3%	-1%	1%
Cc1cc(=O)[nH]c(SCC(=O)Nc2ccc(Br)cn2)n1	-5%	13%	i	0%	-17%
O=C(CSc1nc2[nH]ncc2c(=O)[nH]1)Nc1ccc(Cl)cc1	6%	3%	3.5%	18%	-3%
COc1cccc2c1C1(O)C2CCCCCCCCCC12OCCCO2 (stereo not drawn)	x	x	u	x	2%
CC(C)OCC(O)CN1CCN(C(c2ccccc2)c2ccccc2)CC1 (stereo not drawn)	0%	11%	i	8%	-11%	inhibitors of VEEV 10K pilot screen=0.6
COc1ccc2c(c1)CC(=O)NC=C2	6%	-14%	1.1%	-4%	1%
Nc1nonc1-n1nnc(C(=O)N/N=C/c2cccc(Cl)c2)c1CN1CCCCCC1	-3%	-5%	i	-9%	-4%
Cc1ccc(S(=O)(=O)N(Cc2cccc(Cl)c2)C(=O)N2CCN(C)CC2)cc1	-4%	-3%	0.3%	-6%	11%
N#Cc1sc2nc(-c3cccs3)cc(-c3ccccc3)c2c1N	-4%	3%	1.9%	3%	2%
O=C(C1CC1)N1CCN(c2ccc(O)cc2)CC1	-6%	17%	1.2%	-6%	-5%
